GLS inh = inhibitors of human glutaminase (GLS); Potency, µM (top dose mostly 45.5 µM), for inactives: at the top dose activity change, negative = inhibition, most hits filed as inhibitors; AID 624170; O94925; 0.21% of 410,000 active; GLS enzymatic activity, qHTS titration; further: potency means the concentration at half of the fitted maximal effect; on the % scale 0 is the no-effect control and ±100 the full control effect
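Compounds were pin-transferred onto hKGA, after which L-glutamine (1 mM solution) and a detection mix of glutamate oxidase, HRP and Amplex Red were added. Initial and 30 min RT fluorescence reads were collected.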
G9a block = G9a (human) methyltransferase inhibition; G9a H3K9 monomethylation, AlphaScreen, 2 h; 8.8% of 350,000 active; AID 504332; Q96KQ7; Potency, µM (titrated, usually from 102 µM), for inactives: top-dose activity, negative = inhibition, actives largely listed as inhibitors; further: potency means the concentration at half of the fitted maximal effect; on the % scale 0 is the no-effect control and ±100 the full control effect; nearly all actives have a fitted effect of over 75% in size
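G9a (20 nM) was preincubated 15 min with compound, then reacted 2 h at room temperature with 500 nM biotin-H3K9 peptide and 20 µM SAM. Monomethyl-H3K9 detected by AlphaScreen using anti-H3K9me1 antibody.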
PGK inhibitor = blocks T. brucei phosphoglycerate kinase; P07378; PGK/GAPDH coupled, Kinase-Glo luminescence, 60 min; Potency, µM (top dose mostly 57.5 µM), for the others: top-dose activity change, negative = inhibition, actives largely listed as inhibitors; 0.043% of 380,000 active; further: potency means the concentration at half of the fitted maximal effect; on the % scale 0 is the no-effect control and ±100 the full control effect; nearly all actives have a fitted effect of over 60% in size
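Luminescent ATP detection (Kinase-Glo Plus) follows a 60-minute room-temperature incubation, with wells lacking PGK as controls. Buffer: 100 mM TEA (pH 7.6), 5 mM MgCl2, 0.01% Tween-20. Coupling enzyme GAPDH (100 nM final) supplies unstable 1,3-BPG in-well.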
Pin1 inhibitor = human Pin1 inhibition | 0.009% of 390,000 active | Pin1 FP peptide displacement, HiFluor488, 10 min | Q13526 | Potency, µM (top dose mostly 115 µM), for the others: at the highest dose activity, negative = inhibition, hits mostly inhibitors; active means well fitted inhibition curve with a large enough effect in the polarisation, with a control signal flat, not every such curve was filed as active; inconclusive means small, poorly fitted or top-dose-only effect, or effect the other way, or a change in a side signal; inactive means no such curve, though single readings can be large or run the other way; the % refers to the polarisation; further: potency means the concentration at half of the fitted maximal effect; on the % scale 0 is the no-effect control and ±100 the full control effect
Target sequence (Q13526 whole entry, looked up): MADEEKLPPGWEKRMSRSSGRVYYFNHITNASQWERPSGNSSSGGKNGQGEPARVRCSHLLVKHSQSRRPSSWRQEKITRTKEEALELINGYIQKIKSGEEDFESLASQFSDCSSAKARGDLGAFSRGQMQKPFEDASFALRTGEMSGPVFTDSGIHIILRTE
BAZ2B block = inhibitors of human BAZ2B bromodomain; Q9UIF8; AlphaScreen BAZ2B-H3K14Ac peptide displacement; Potency, µM (top dose mostly 114 µM), for inactives: at the top dose activity change, negative = inhibition, usual class: inhibitors; 4.4% of 360,000 active; AID 504333; further: potency means the concentration at half of the fitted maximal effect; on the % scale 0 is the no-effect control and ±100 the full control effect; nearly all actives have a fitted effect of over 60% in size
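Multi-concentration screen (max 110 uM) measuring displacement of acetylated histone H3 peptide from BAZ2B by AlphaScreen, using 50 nM protein, 50 nM peptide and 10 ug/mL streptavidin donor plus Ni-chelate acceptor beads.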
HP1b binding inh = blocks HP1-beta chromodomain binding to methylated histone tails; P83916; AlphaScreen HP1-beta / biotin-H3K9me3 peptide binding; Potency, µM (titrated, usually from 114 µM), for the others: top-dose activity change, negative = inhibition, hits mostly inhibitors; 0.56% of 390,000 active; AID 540317; further: potency means the concentration at half of the fitted maximal effect; nearly all actives have a fitted effect of over 70% in size; inactives centre near 23
Target sequence (P83916 whole entry, looked up): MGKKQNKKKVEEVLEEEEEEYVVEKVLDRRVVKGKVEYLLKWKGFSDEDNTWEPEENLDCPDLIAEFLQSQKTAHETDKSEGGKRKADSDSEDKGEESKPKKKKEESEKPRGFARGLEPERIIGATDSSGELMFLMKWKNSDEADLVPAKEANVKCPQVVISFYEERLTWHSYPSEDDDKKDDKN
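HP1-beta protein (50 nM final) preincubated 30 min at room temperature with biotinylated H3(1-18)K9me3 peptide (50 nM) in PBS pH 7.4, 0.01% Tween-20, then compound added for 30 min. AlphaScreen streptavidin donor/nickel chelate acceptor beads (10 ug/mL final), 30 min dark, luminescence read.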
POLH inh = blocks human DNA polymerase eta activity; 1.2% of 390,000 active; recombinant Pol eta, fluorescent DNA replication assay; Potency, µM (top dose mostly 114 µM), without a hit: top-dose activity change, negative = inhibition, usual class: inhibitors; Q9Y253; further: potency means the concentration at half of the fitted maximal effect; on the % scale 0 is the no-effect control and ±100 the full control effect
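Pol eta (10 nM) was preincubated with compounds for 15 min at room temperature, after which fluorescent replication substrate (50 nM final) was added to start the reaction. Fluorescence was read kinetically at 0 and 10 min.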
PI4K2A block = PI4K2A (human) kinase inhibition; activity change, negative = inhibition, % at 76.9 µM; 0.13% of 420,000 active; purified PI4K2A, ADP-Glo luminescence, 1 h; stronger effect = lower value; AID 1346378; in the data active means activity change below about -50%; inconclusive means mostly about -30% to -49%;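 further: -100% = wells without enzyme as full effect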
Target sequence (Q9BTU6 whole entry, looked up): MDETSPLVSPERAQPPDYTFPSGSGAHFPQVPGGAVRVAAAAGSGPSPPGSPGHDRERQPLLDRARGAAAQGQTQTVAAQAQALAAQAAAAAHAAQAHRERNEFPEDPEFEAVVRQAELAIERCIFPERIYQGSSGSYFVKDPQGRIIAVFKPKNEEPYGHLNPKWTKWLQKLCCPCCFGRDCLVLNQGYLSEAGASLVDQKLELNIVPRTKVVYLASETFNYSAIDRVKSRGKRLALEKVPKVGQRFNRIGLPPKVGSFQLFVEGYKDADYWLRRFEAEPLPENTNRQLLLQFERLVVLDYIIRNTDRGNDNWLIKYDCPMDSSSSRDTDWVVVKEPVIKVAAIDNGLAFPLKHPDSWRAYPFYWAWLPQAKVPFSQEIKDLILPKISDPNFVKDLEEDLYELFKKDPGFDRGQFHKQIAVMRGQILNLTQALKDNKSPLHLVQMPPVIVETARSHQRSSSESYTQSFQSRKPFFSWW
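ADP-Glo luminescence measured ADP generated by PI4K2A enzyme (4 ug/mL before mixing) with 1.2 mM PI substrate (pre-mix) and 300 microM ATP (pre-mix). Tris pH7.5 buffer with MgCl2, Triton X-100; 1 h reaction at ambient temperature.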
JMJD2A Tudor inh = inhibitors of human JMJD2A Tudor domain. O75164. AlphaScreen JMJD2A-Tudor / H3K4me3 peptide binding. Potency, µM (titrated, usually from 114 µM), for inactives: top-dose activity change, negative = inhibition, usual class: inhibitors. 4.4% of 390,000 active. AID 504339; further: potency means the concentration at half of the fitted maximal effect; on the % scale 0 is the no-effect control and ±100 the full control effect; nearly all actives have a fitted effect of over 50% in size
Numbers without * were called inactive; [ ] = dose if it differs, or a comment. Unless noted, the call rests on the fitted dose curve; in most records, active means well fitted curve in the direction sought with a large enough effect; inconclusive means small, poorly fitted or top-dose-only effect, or another doubt; inactive means no such curve, though single readings can be large; an effect the other way counts as inactive or inconclusive. Not all compounds are listed (hit frequency here may not be typical).

`N#C/C(=C(/O)COC(=O)c1cccnc1Cl)c1nc2ccccc2[nH]1` gave GLS inh -12.7%, G9a block -3.4%, PGK inhibitor inactive, Pin1 inhibitor 23.4%, BAZ2B block 1.6%, HP1b binding inh 14.1%, POLH inh -3.3%, PI4K2A block -4.3 and JMJD2A Tudor inh -13.1%.
`O=C(Nc1ccc(O)cc1)C1CCCO1` (stereo not given) gave GLS inh 29.5%, G9a block 9.1%, PGK inhibitor -0.4%, Pin1 inhibitor 2.2%, BAZ2B block 3.3%, HP1b binding inh 41.1%[activator], POLH inh -15.6%, PI4K2A block 1.6 and JMJD2A Tudor inh -5.1%.
For Cc1ccc(S(=O)(=O)Cn2nnnc2C(C(C)C)N2CCC(C(N)=O)CC2)cc1 (stereo not given) the results were GLS inh 9.1%, G9a block 8.7%, PGK inhibitor inactive, Pin1 inhibitor -1.3%, BAZ2B block -1.5%, HP1b binding inh 23.0%, POLH inh -4.4%, PI4K2A block -5.0 and JMJD2A Tudor inh -26.7%.
NS(=O)(=O)c1ccc(CCNC(=O)CN2C(=O)COc3ccc(S(=O)(=O)N4CCCC4)cc32)cc1 was read as GLS inh -3.8%, G9a block 10.5%, PGK inhibitor -7.4%, Pin1 inhibitor 0.0%, BAZ2B block -8.7%[57.1 µM], HP1b binding inh 36.0%, POLH inh -9.6%, PI4K2A block -0.4 and JMJD2A Tudor inh -8.3%.
CNNC(=S)Nc1cccc(C(F)(F)F)c1 was read as GLS inh 20.3%, G9a block -32.2%, PGK inhibitor -4.1%, Pin1 inhibitor -9.7%, BAZ2B block -27.6%, HP1b binding inh 51.1%[activator], POLH inh 8.8%, PI4K2A block -0.9 and JMJD2A Tudor inh -3.0%.
Screening c1ccc(-c2csc(N3CCSCC3)n2)cc1 returned GLS inh 3.5%, G9a block 15.4%, PGK inhibitor -4.4%, Pin1 inhibitor 1.0%, BAZ2B block 16.7%, HP1b binding inh 29.3%, POLH inh -9.4%, PI4K2A block 3.7 and JMJD2A Tudor inh -14.6%.
CCOCCCn1c(=NC(C)=O)c(C#N)cc2c(=O)n3cccc(C)c3nc21 was read as GLS inh 0.0%, G9a block -49.3%, PGK inhibitor -0.7%, Pin1 inhibitor 0.4%, BAZ2B block -10.7%, HP1b binding inh 10.0%, POLH inh 0.9%, PI4K2A block 2.3 and JMJD2A Tudor inh -30.2%.
For O=C(CN(Cc1ccco1)C(=O)CNS(=O)(=O)c1ccc(Cl)cc1)NC1CCCCC1 the results were GLS inh -4.4%, G9a block 17.5%, PGK inhibitor -6.5%, Pin1 inhibitor 2.2%, BAZ2B block 0.9%, HP1b binding inh 25.0%, POLH inh -9.0%, PI4K2A block 1.4 and JMJD2A Tudor inh -14.3%.
For O=C(NCCc1ccccc1)C(=O)NCC1OCCCN1S(=O)(=O)c1cccs1 (stereo not given) the results were GLS inh -1.5%, G9a block 102.0%[activator], PGK inhibitor inactive, Pin1 inhibitor -1.6%, BAZ2B block 8.0%, HP1b binding inh 39.8%[activator], POLH inh -3.8%, PI4K2A block -0.4 and JMJD2A Tudor inh -22.1%.
Screening Cc1sc2nc(CSCC(=O)Nc3ccc(Cl)cc3F)[nH]c(=O)c2c1C returned GLS inh -0.8%, G9a block -20.2%, PGK inhibitor -4.7%, Pin1 inhibitor inconclusive, BAZ2B block 1.9%, HP1b binding inh 20.3%, POLH inh -1.9%, PI4K2A block 2.8 and JMJD2A Tudor inh -4.1%.
For Cc1cc(C)n(CCNC(=O)c2cc(COc3ccc(F)cc3Cl)on2)n1 the results were GLS inh 1.4%, G9a block -23.7%, PGK inhibitor -4.9%, Pin1 inhibitor 2.6%, BAZ2B block -6.9%, HP1b binding inh 29.3%, POLH inh -4.2%, PI4K2A block 1.0 and JMJD2A Tudor inh -16.7%.
COc1ccc(NC(=O)CC2C(=O)N(c3ccc(F)cc3)C(=O)N2CCc2sccc2C)cc1 (stereo not given) was read as GLS inh 12.7%, G9a block -26.8%[59 µM], PGK inhibitor -0.1%, Pin1 inhibitor 1.6%, BAZ2B block -9.4%, HP1b binding inh 25.2%, POLH inh -21.8%, PI4K2A block -0.2 and JMJD2A Tudor inh -23.5%.
For Cc1ccc(-c2nn[nH]n2)cc1 the results were GLS inh -1.5%, G9a block -16.6%[59 µM], PGK inhibitor -5.7%, Pin1 inhibitor -4.4%, BAZ2B block -1.2%, HP1b binding inh 34.8%, POLH inh 1.3%, PI4K2A block -1.7 and JMJD2A Tudor inh -15.4%.
For COc1ccc(CCNC(=O)C(=O)NCC2OCCN2S(=O)(=O)c2ccc(OC)c(OC)c2)cc1OC (stereo not given) the results were GLS inh 0.1%, G9a block -0.1%, PGK inhibitor -8.2%, Pin1 inhibitor 0.2%, BAZ2B block -5.9%, HP1b binding inh 16.7%, POLH inh -11.9%, PI4K2A block 1.0 and JMJD2A Tudor inh -19.0%.
Cc1ccc(F)cc1NC(=O)N1CCN(c2ccnc3cc(Cl)ccc23)CC1 was read as GLS inh 1.2%, G9a block -24.9%, PGK inhibitor -10.2%, Pin1 inhibitor -0.2%, BAZ2B block -12.8%, HP1b binding inh 29.4%, POLH inh -23.9%, PI4K2A block 5.4 and JMJD2A Tudor inh -24.6%.
For COc1ccc(N2C3=C(C(=O)CC(C)(C)C3)C(c3cnn(C)c3)C3=C2CC(C)(C)CC3=O)cc1 the results were GLS inh -13.0%, G9a block -23.0%, PGK inhibitor -8.8%, Pin1 inhibitor -0.8%, BAZ2B block 10.8%, HP1b binding inh 41.1%[activator], POLH inh -4.5%, PI4K2A block 0.2 and JMJD2A Tudor inh 1.4%.
For CCOc1ccc(NC(=O)CN2CCN(CC(=O)Nc3ccccc3OC)CC2)cc1 the results were GLS inh -1.8%, G9a block 44.7µM*, PGK inhibitor 7.1%, Pin1 inhibitor -2.9%, BAZ2B block 1.0%, HP1b binding inh 42.6%[activator], POLH inh -4.2%, PI4K2A block -2.1 and JMJD2A Tudor inh -4.3%.
Cc1noc(C)c1CSc1nnc2scc(-c3ccccc3)n12 was read as GLS inh 2.2%, G9a block 22.5%[12.7 µM], PGK inhibitor 0.9%, Pin1 inhibitor -1.3%, BAZ2B block 0.9%, HP1b binding inh 43.0%[activator], POLH inh -9.5%, PI4K2A block 2.4 and JMJD2A Tudor inh -9.0%.
`CC(C)Cn1cnc2c(SCc3ccccc3F)nc(N)nc21` gave GLS inh -3.1%, PGK inhibitor -4.1%, Pin1 inhibitor inconclusive, HP1b binding inh 28.5%, POLH inh -11.5%, PI4K2A block -0.9 and JMJD2A Tudor inh -9.0%.
Cc1ccc(C)c(NC(=O)c2cc(S(=O)(=O)N3CCc4ccccc4C3)ccc2F)c1 was read as GLS inh -6.1%, G9a block -11.4%[59 µM], PGK inhibitor -2.1%, Pin1 inhibitor 1.5%, BAZ2B block -0.9%, HP1b binding inh 18.4%, POLH inh 20.7%, PI4K2A block 4.0 and JMJD2A Tudor inh -18.7%.
Screening CCOC(=O)c1cc(C(=O)NN)c(=O)[nH]c1C returned GLS inh -15.4%, G9a block 15.4%, PGK inhibitor inactive, Pin1 inhibitor -6.5%, BAZ2B block -9.5%, HP1b binding inh 31.8%, POLH inh -19.0%, PI4K2A block -1.7 and JMJD2A Tudor inh -10.0%.
Screening Nc1ccnc(Oc2ccc(F)cc2)c1 returned GLS inh 3.8%, G9a block 3.5%[59 µM], PGK inhibitor -8.6%, Pin1 inhibitor -1.1%, BAZ2B block 6.6%, HP1b binding inh 9.6%, POLH inh -5.7%, PI4K2A block 4.0 and JMJD2A Tudor inh -3.5%.
For CCCN(CC1CC1)C(=O)COC(=O)c1ccc(C)cc1O the results were GLS inh -1.9%, PGK inhibitor 0.7%, Pin1 inhibitor 0.1%, HP1b binding inh 51.9%[activator], POLH inh -2.4%, PI4K2A block -0.9 and JMJD2A Tudor inh 19.9%.
Screening COc1cc(NC(=O)Nc2cccc(Cl)c2)c(OC)cc1NC(=O)CN1CCCCC1 returned GLS inh 14.9%, G9a block 12.6µM*, PGK inhibitor 5.4%, Pin1 inhibitor inconclusive, BAZ2B block 39.8µM*, HP1b binding inh inconclusive, POLH inh inconclusive, PI4K2A block -17.8 and JMJD2A Tudor inh 44.7µM*.
Screening Cc1cc(C)c(NC(=O)COc2nc3ccccc3nc2C)c(C)c1 returned GLS inh 0.0%, G9a block 13.2%[59 µM], PGK inhibitor 3.4%, Pin1 inhibitor 5.0%, BAZ2B block -3.7%, HP1b binding inh 27.2%, POLH inh -23.0%, PI4K2A block -0.5 and JMJD2A Tudor inh -2.1%.
For COc1ccc(CN2CCN(S(=O)(=O)c3ccc(F)cc3)CC2)c(OC)c1OC the results were GLS inh -3.5%, G9a block 28.2µM*, PGK inhibitor -2.6%, Pin1 inhibitor -10.0%, BAZ2B block inconclusive, HP1b binding inh -49.3%, POLH inh -19.3%, PI4K2A block 5.6 and JMJD2A Tudor inh 1.41µM*.
Screening Cc1nc(-c2ccc(NC(=O)c3ccc(Br)o3)cc2)cs1 returned GLS inh 9.1%, G9a block 15.5%, PGK inhibitor inconclusive, Pin1 inhibitor 0.4%, BAZ2B block -36.6%, HP1b binding inh 12.2%, POLH inh -9.0%, PI4K2A block inconclusive and JMJD2A Tudor inh -10.8%.
For Cc1ccc(NC(=O)CCS(=O)(=O)c2ccc3c(c2)NC(=O)C(C)S3)cc1Cl (stereo not given) the results were GLS inh -13.6%, G9a block -9.2%, PGK inhibitor -3.2%, Pin1 inhibitor 1.5%, BAZ2B block -19.4%[57.1 µM], HP1b binding inh 26.9%, POLH inh -15.0%, PI4K2A block 4.2 and JMJD2A Tudor inh -8.3%.
